SR-BI DiI inh: inhibitors of mouse SR-BI mediated HDL lipid uptake | 320,000 tested, 0.96% active | inhibition, % at 12.5 µM | ldlA[mSR-BI] CHO cells, DiI-HDL uptake fluorescence, 3 h | Q61009 | AID 488896;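 active = mean replicate inhibition of at least 70% and a set share of replicates each scoring 70 or more; inconclusive = meets just one of the two criteria; inactive = fails both criteria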;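 also: 0% = median of neutral control wells and 100% = median of positive control wells; values of inactives mirror those of a sister screen read the other way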
Target sequence (Q61009 whole entry, looked up): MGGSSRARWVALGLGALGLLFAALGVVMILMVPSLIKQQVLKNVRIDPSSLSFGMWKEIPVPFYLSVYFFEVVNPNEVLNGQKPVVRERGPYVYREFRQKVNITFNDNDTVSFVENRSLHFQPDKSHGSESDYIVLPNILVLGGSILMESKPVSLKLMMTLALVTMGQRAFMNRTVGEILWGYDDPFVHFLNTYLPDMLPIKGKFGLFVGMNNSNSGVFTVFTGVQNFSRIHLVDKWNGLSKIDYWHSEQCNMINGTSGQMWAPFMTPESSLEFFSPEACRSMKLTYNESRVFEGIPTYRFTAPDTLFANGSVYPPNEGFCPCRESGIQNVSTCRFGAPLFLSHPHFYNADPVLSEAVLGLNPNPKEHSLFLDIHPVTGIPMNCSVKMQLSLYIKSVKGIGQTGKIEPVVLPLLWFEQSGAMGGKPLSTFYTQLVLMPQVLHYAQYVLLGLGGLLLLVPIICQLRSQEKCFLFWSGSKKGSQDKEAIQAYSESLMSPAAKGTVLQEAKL
V-ATPase pH: regulators of yeast V-ATPase proton transport. S. cerevisiae, pHLuorin cytosolic pH fluorescence. response, % at 10 µM. 350,000 tested, 0.37% active. AID 504577; in the data active = response mostly above about 7.3%, no sharp cut-off; inactive = mostly below about 5.4%; also: actives read high; inactives centre near 0; some compounds called inactive have numbers as strong as hits; reference of the scale not given here
Wnt act: activates Wnt/beta-catenin signaling in a reporter cell assay. activator, plate reader. activation, % at 9.35 µM. 300,000 tested, 1.2% active. AID 743398; in the data active = activation above about 30%, passing the limit was not always enough; inconclusive = no clear call, values can overlap the other calls;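 also: 0% = neutral control wells and 100% = positive control wells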
CDK5 inh: CDK5/p35 (human) kinase inhibition. Recombinant CDK5/p35, ADP-Glo luminescence, 60 min. 330,000 tested, 0.01% active. inhibition, % at 10 µM;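 active = highest replicate inhibition of at least 50% and at least 75% of replicates reaching 50%; inconclusive = only one of the two criteria met; inactive = both criteria failed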;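 also: plate controls were DMSO neutral control for no effect and GW8510 at 10 µM for full effect; many of its hits are not listed in these tables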
MITF TRPM1 HTS: increases MITF-driven TRPM1 promoter luciferase signal; SK-MEL-5 TRPM1-promoter luciferase, 24 h; % of positive control, neutral wells = 0; activation, % at 12.5 µM; 300,000 tested, 0.75% active; AID 588334;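 active = mean activation of at least 80% with every replicate also reaching 80%; inconclusive = mean reaches 80% but some replicate falls short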;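 also: 0% = neutral control wells and 100% = parthenolide positive control wells; values of inactives mirror those of a sister screen read the other way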
HTR5A inv ag: inverse agonist of human HTR5A in OPRM1-OPRD1 counter-screen | HTR5A cell line, luminescence, inverse agonism | inhibition, % at 9.3 µM | 340,000 tested, 0.083% active; in the data active = inhibition mostly above about 23%, no sharp cut-off; inactive = mostly below about 18%;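 also: 0% = cells with DMSO and 100% = no-cell wells with DMSO; some compounds called inactive have numbers as strong as hits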
HTR5A ag: counter-screen for OPRM1-OPRD1 agonists: human HTR5A agonism; activation, % at 9.3 µM; AID 504692; P47898; HTR5A agonist assay, luminescence, cell-based; 340,000 tested, 0.61% active; in the data active = activation mostly above about 9.5%, no sharp cut-off; inactive = mostly below about 7.6%;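 also: 0% = cells with vehicle only and 100% = reference agonist; strong numbers were not always called active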
dFosB act: mouse delta FosB homodimer activation; P13346; purified delta FosB, TAMRA-CDK5 oligo fluorescence polarization; percent of positive-control signal above neutral wells; activation, % at 25 µM; 340,000 tested, 0.99% active; AID 493131;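 active = mean activation above about 17%, with every replicate also reaching it, limit read from the data, passing the limit was not always enough; inconclusive = only one of the two conditions met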;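 also: fluorescence polarization rise as delta FosB binds a TAMRA Cdk5 AP-1 oligo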
Target sequence (P13346 whole entry, looked up): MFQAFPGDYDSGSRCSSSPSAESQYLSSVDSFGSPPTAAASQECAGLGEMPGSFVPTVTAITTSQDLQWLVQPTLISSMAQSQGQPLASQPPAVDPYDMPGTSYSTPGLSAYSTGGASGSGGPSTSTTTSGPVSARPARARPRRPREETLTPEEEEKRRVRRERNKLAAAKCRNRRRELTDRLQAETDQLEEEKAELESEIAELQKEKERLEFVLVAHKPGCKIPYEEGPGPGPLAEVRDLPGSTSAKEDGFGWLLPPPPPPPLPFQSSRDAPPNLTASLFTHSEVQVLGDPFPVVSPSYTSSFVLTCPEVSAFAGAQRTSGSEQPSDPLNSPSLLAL
NSD2 inh: NSD2 (human) methyltransferase inhibition; AID 743445; NSD2 peptide methylation, AlphaScreen, 120 min; inhibition, % at 12.5 µM; 310,000 tested, 0.54% active; O96028; in the data active = inhibition above about 50%
PvdQ inh: P. aeruginosa PvdQ acylase inhibition; purified PvdQ acylase, fluorescence plate reader; inhibition, % at 10 µM; 340,000 tested, 0.063% active; in the data active = inhibition above about 30%, passing the limit was not always enough; inconclusive = no clear call, values can overlap the other calls;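 also: 0% = vehicle neutral wells and 100% = reference inhibitor wells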
An asterisk follows results filed as active.

Screening CSc1nc(-c2ccco2)nn1S(C)(=O)=O returned SR-BI DiI inh 0, V-ATPase pH 4, Wnt act -5, CDK5 inh -1.3, MITF TRPM1 HTS -1, HTR5A inv ag -38, HTR5A ag 0, dFosB act 1, NSD2 inh -2 and PvdQ inh -19.
Screening C[N+](C)(C)CCOP(=O)([O-])OC[C@H](O)CO returned SR-BI DiI inh 6, V-ATPase pH 6, Wnt act 1, CDK5 inh -0.9, MITF TRPM1 HTS 7, HTR5A inv ag -4, HTR5A ag 6, dFosB act -5 and PvdQ inh -22.
For COc1ccc2[nH]c(C)c(-c3csc(N)n3)c2c1 the results were SR-BI DiI inh 6, V-ATPase pH -2, Wnt act 9, CDK5 inh -1.1, MITF TRPM1 HTS -3, HTR5A inv ag 2, HTR5A ag -1, dFosB act -7, NSD2 inh 27 and PvdQ inh -7.
For O=C(Cc1n[nH]c(=O)c2ccccc12)Nc1ccc(-c2nnc3n2CCCCC3)cc1 the results were SR-BI DiI inh -6, V-ATPase pH -2, CDK5 inh -1.5, MITF TRPM1 HTS -3, HTR5A inv ag 6, HTR5A ag -2, dFosB act 1, NSD2 inh 1 and PvdQ inh 1.
`COCCNC(=O)c1ccc2c3n(nc2c1)-c1ccc(C)cc1CO3` gave SR-BI DiI inh 16, V-ATPase pH 8, Wnt act 43*, CDK5 inh -0.4, MITF TRPM1 HTS inconclusive, HTR5A inv ag -3, HTR5A ag 3, dFosB act -3 and PvdQ inh -25.
For Cc1csc(SCC(=O)Nc2cccc(S(=O)(=O)N3CCOCC3)c2)n1 the results were SR-BI DiI inh 31, V-ATPase pH 0, Wnt act 0, CDK5 inh 0.4, MITF TRPM1 HTS -6, HTR5A inv ag -18, HTR5A ag -1, dFosB act -4 and PvdQ inh -7.
For CN(C)c1ccc(CNCCC2(O)CCOC(C)(C)C2)cc1 (centres undefined) the results were SR-BI DiI inh -14, V-ATPase pH -5, Wnt act -1, CDK5 inh -0.9, MITF TRPM1 HTS 0, HTR5A inv ag -18, HTR5A ag 1, dFosB act 0, NSD2 inh 1 and PvdQ inh -13.
Screening O=C1C=C(c2ccc(F)cc2OCc2ccccc2)C[C@@H](c2ccc3c(c2)OCO3)C1 returned SR-BI DiI inh 45, V-ATPase pH -1, Wnt act -8, CDK5 inh -1.0, MITF TRPM1 HTS -5, HTR5A inv ag -4, HTR5A ag -6, dFosB act 4 and PvdQ inh 9.
Screening O=C(NCCCc1ccccc1)c1cccc(NC(=O)c2ccccc2)c1 returned SR-BI DiI inh 51, V-ATPase pH 0, Wnt act -1, CDK5 inh -0.9, MITF TRPM1 HTS 4, HTR5A inv ag 5, HTR5A ag -1, dFosB act -8 and PvdQ inh -19.
`CC1C/C(=N\Nc2ccc(S(N)(=O)=O)cc2[N+](=O)[O-])CC(C)(C)C1` (centres undefined) gave SR-BI DiI inh -10, V-ATPase pH 4, Wnt act -4, CDK5 inh 1.6, MITF TRPM1 HTS -2, HTR5A inv ag -5, HTR5A ag 3, dFosB act -15, NSD2 inh 5 and PvdQ inh 5.
For COc1ccc(NC(=O)CCNS(=O)(=O)c2ccc3[nH]c(=O)oc3c2)cc1Cl the results were SR-BI DiI inh -7, V-ATPase pH 0, Wnt act -2, CDK5 inh -5.8, MITF TRPM1 HTS 0, HTR5A inv ag -1, HTR5A ag 0, dFosB act -1, NSD2 inh 12 and PvdQ inh -11.
For O=C1CSc2ccc(S(=O)(=O)CCC(=O)NC3CCCCC3)cc2N1 the results were SR-BI DiI inh -11, V-ATPase pH 1, Wnt act -5, CDK5 inh -0.8, MITF TRPM1 HTS 0, HTR5A inv ag -20, HTR5A ag 3, dFosB act -7, NSD2 inh 19 and PvdQ inh 2.
`C=CCSc1nc2sc3c(c2c(=O)[nH]1)CCC3` gave SR-BI DiI inh -32, V-ATPase pH 1, Wnt act 1, CDK5 inh -0.7, MITF TRPM1 HTS 11, HTR5A inv ag 14, HTR5A ag 4, dFosB act -5, NSD2 inh -1 and PvdQ inh -13.
Screening N=c1n(CCO)c2ccccc2n1Cc1ccc(Cl)cc1 returned SR-BI DiI inh -17, V-ATPase pH -1, CDK5 inh 2.7, MITF TRPM1 HTS 1, HTR5A inv ag 12, HTR5A ag 0, dFosB act -9, NSD2 inh 0 and PvdQ inh -15.
Screening O=C(NC1CCOC1=O)c1ccccc1 (centres undefined) returned SR-BI DiI inh -11, V-ATPase pH 1, Wnt act -4, CDK5 inh -3.0, MITF TRPM1 HTS 3, HTR5A inv ag 6, HTR5A ag -2, dFosB act 0, NSD2 inh 0 and PvdQ inh -11.
For CC(=O)C[C@H]1c2cc(C(F)(F)F)ccc2S(=O)(=O)N1Cc1ccccc1 the results were SR-BI DiI inh 1, V-ATPase pH 3, Wnt act 3, CDK5 inh -0.2, MITF TRPM1 HTS -4, HTR5A inv ag -34, HTR5A ag 13, dFosB act -4 and PvdQ inh -10.
`CN(C(=O)COC(=O)CNC(=O)c1ccc(C(C)(C)C)cc1)c1c(N)n(Cc2ccccc2)c(=O)[nH]c1=O` gave SR-BI DiI inh -15, V-ATPase pH -2, Wnt act 3, CDK5 inh -1.5, MITF TRPM1 HTS 17, HTR5A inv ag -9, HTR5A ag 3, dFosB act -18, NSD2 inh 1 and PvdQ inh -11.
Cc1ccc(S(=O)(=O)/N=C2\SC(CC(=O)Nc3ccc(F)cc3)C(=O)N2c2ccccc2)cc1 (centres undefined) was read as SR-BI DiI inh 30, V-ATPase pH 3, Wnt act 1, CDK5 inh 2.4, MITF TRPM1 HTS 7, HTR5A inv ag 4, HTR5A ag -1, dFosB act -12, NSD2 inh -1 and PvdQ inh -3.
`CCOC(=O)N1CCN(c2c(NCCc3ccc(OC)c(OC)c3)c(=O)c2=O)CC1` gave SR-BI DiI inh -16, V-ATPase pH 1, Wnt act -1, CDK5 inh -0.6, MITF TRPM1 HTS 3, HTR5A inv ag 15, HTR5A ag -6, dFosB act -3 and PvdQ inh -9.
Screening CCOC(=S)SCC(=O)Nc1nc(-c2ccccc2)cs1 returned SR-BI DiI inh -3, V-ATPase pH 1, Wnt act -8, CDK5 inh -2.1, MITF TRPM1 HTS -37, HTR5A inv ag 9, HTR5A ag -6, dFosB act -1, NSD2 inh 0 and PvdQ inh -11.
Screening O=c1cnc2ccccc2n1Cc1ccc(Br)cc1 returned V-ATPase pH 1, Wnt act 3, CDK5 inh 0.2, MITF TRPM1 HTS 55, HTR5A inv ag -20, HTR5A ag 8, dFosB act -2, NSD2 inh -1 and PvdQ inh -1.
Screening CCOC(=O)c1cccc(NC(=O)CNC(=O)C2CCCCC2)c1 returned SR-BI DiI inh -17, V-ATPase pH -3, Wnt act -1, CDK5 inh -0.4, MITF TRPM1 HTS 0, HTR5A inv ag -1, HTR5A ag 0, dFosB act -1, NSD2 inh -3 and PvdQ inh 2.
CCOc1ccccc1CN1CCNC(=O)C1CC(=O)N(C)CCC1CCOCC1 (centres undefined) was read as SR-BI DiI inh -24, V-ATPase pH 5, Wnt act 1, CDK5 inh -0.7, MITF TRPM1 HTS -8, HTR5A inv ag 3, HTR5A ag -3, dFosB act -9, NSD2 inh 4 and PvdQ inh -8.
`CCN(C(=O)COC(=O)c1cc2c(s1)CCCCC2)C1CCS(=O)(=O)C1` (centres undefined) gave SR-BI DiI inh -1, V-ATPase pH 4, Wnt act 1, CDK5 inh 0.4, MITF TRPM1 HTS 0, HTR5A inv ag 11, HTR5A ag -1, dFosB act -7, NSD2 inh 0 and PvdQ inh -7.
COC(=O)c1ccc(NC(=O)CC2C(=O)N(C)C(=S)N2Cc2ccc(S(N)(=O)=O)cc2)cc1 (centres undefined) was read as V-ATPase pH -7, Wnt act 0, CDK5 inh 0.8, MITF TRPM1 HTS 5, HTR5A inv ag 13, HTR5A ag -2, dFosB act -8, NSD2 inh 1 and PvdQ inh 3.
`NC(=O)c1ccc(-c2nnn(CC(=O)Nc3cccc(S(=O)(=O)N4CCCC4)c3)n2)cc1` gave SR-BI DiI inh 26, V-ATPase pH -2, Wnt act 4, CDK5 inh 2.4, MITF TRPM1 HTS 15, HTR5A inv ag -7, HTR5A ag 3, dFosB act 110*, NSD2 inh 0 and PvdQ inh 10.
Screening O=C(C1CC(c2ccc(F)cc2)=NO1)N1CCCc2ccccc21 (centres undefined) returned SR-BI DiI inh 16, V-ATPase pH 4, Wnt act 1, CDK5 inh 2.4, MITF TRPM1 HTS 11, HTR5A inv ag -27, HTR5A ag 10, dFosB act -1, NSD2 inh 5 and PvdQ inh -17.
`CCCn1nnc(NC(=O)c2ccc3c(c2)OCO3)n1` gave SR-BI DiI inh -26, V-ATPase pH 11, Wnt act 0, CDK5 inh 0.6, MITF TRPM1 HTS 28, HTR5A inv ag -27, HTR5A ag 4, dFosB act 0, NSD2 inh -6 and PvdQ inh -16.
Screening CC(=O)NCC(=O)OCC(=O)c1ccc(Br)cc1 returned SR-BI DiI inh 24, V-ATPase pH -1, Wnt act -4, CDK5 inh 0.6, MITF TRPM1 HTS 14, HTR5A inv ag -19, HTR5A ag 1, dFosB act 5, NSD2 inh 0 and PvdQ inh -10.
Cc1nc(N)sc1C(=O)N/N=C/c1ccco1 was read as SR-BI DiI inh -27, V-ATPase pH -2, Wnt act -2, CDK5 inh 2.5, MITF TRPM1 HTS 17, HTR5A inv ag -16, HTR5A ag 2, dFosB act 4, NSD2 inh 0 and PvdQ inh -12.
Screening Cc1cccc(N(Cc2ccccc2)C(=O)CCl)c1 returned SR-BI DiI inh -6, V-ATPase pH -1, Wnt act -1, CDK5 inh 2.8, MITF TRPM1 HTS -38, HTR5A inv ag -181, HTR5A ag 65*, dFosB act -5, NSD2 inh 8 and PvdQ inh -7.
Screening O=C(COC(=O)/C=C/c1cccs1)Nc1ccc(F)cc1 returned SR-BI DiI inh -17, V-ATPase pH -4, Wnt act 3, CDK5 inh -3.5, MITF TRPM1 HTS 2, HTR5A inv ag -30, HTR5A ag 11, dFosB act 3, NSD2 inh 0 and PvdQ inh -11.

Copied from the entries so far, four compounds:
Screening CC(=O)NCC(=O)OCC(=O)c1ccc(Br)cc1 returned SR-BI DiI inh 24, V-ATPase pH -1, Wnt act -4, CDK5 inh 0.6, MITF TRPM1 HTS 14, HTR5A inv ag -19, HTR5A ag 1, dFosB act 5, NSD2 inh 0 and PvdQ inh -10.
Cc1nc(N)sc1C(=O)N/N=C/c1ccco1 was read as SR-BI DiI inh -27, V-ATPase pH -2, Wnt act -2, CDK5 inh 2.5, MITF TRPM1 HTS 17, HTR5A inv ag -16, HTR5A ag 2, dFosB act 4, NSD2 inh 0 and PvdQ inh -12.
Screening Cc1cccc(N(Cc2ccccc2)C(=O)CCl)c1 returned SR-BI DiI inh -6, V-ATPase pH -1, Wnt act -1, CDK5 inh 2.8, MITF TRPM1 HTS -38, HTR5A inv ag -181, HTR5A ag 65*, dFosB act -5, NSD2 inh 8 and PvdQ inh -7.
Screening O=C(COC(=O)/C=C/c1cccs1)Nc1ccc(F)cc1 returned SR-BI DiI inh -17, V-ATPase pH -4, Wnt act 3, CDK5 inh -3.5, MITF TRPM1 HTS 2, HTR5A inv ag -30, HTR5A ag 11, dFosB act 3, NSD2 inh 0 and PvdQ inh -11.

Rows are unselected. About 5% of those tested had a hit in this group.
